mIAP inh: mouse IAP inhibition; inhibition, % at 10 µM; 0.2% of 330,000 active; purified mouse IAP, CDP-Star luminescence, 30 min;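 active means inhibition of at least 40% at 10 µM in the primary screen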;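 further: plate controls were DMSO with enzyme for no effect and no enzyme wells for full effect; values of inactives mirror those of a sister screen read the other way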
APOBEC3G inh: inhibitors of human APOBEC3G DNA deaminase | Q9HC16 | recombinant A3G, ssDNA deamination FAM/TAMRA fluorescence | inhibition, % at 20 µM | 0.28% of 330,000 active | AID 493012;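 active means inhibition of at least 40% at 20 µM, with no more than 30% in the related APOBEC3A deaminase screen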;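 further: plate controls were DMSO wells with A3G for no effect and wells lacking A3G enzyme for full effect; some compounds called inactive have numbers as strong as hits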
Target sequence (Q9HC16 whole entry, looked up): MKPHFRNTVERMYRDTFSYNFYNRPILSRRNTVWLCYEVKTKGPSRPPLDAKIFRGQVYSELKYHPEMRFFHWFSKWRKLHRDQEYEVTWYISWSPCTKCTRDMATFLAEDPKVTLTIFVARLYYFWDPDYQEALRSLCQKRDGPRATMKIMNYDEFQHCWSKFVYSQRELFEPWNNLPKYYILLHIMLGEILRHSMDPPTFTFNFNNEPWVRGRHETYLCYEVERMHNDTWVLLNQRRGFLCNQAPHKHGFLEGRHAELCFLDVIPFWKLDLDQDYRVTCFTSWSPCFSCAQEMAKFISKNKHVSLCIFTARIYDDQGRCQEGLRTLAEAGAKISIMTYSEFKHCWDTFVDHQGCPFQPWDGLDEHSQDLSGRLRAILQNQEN
mIAP act: increases mouse intestinal alkaline phosphatase activity; muIAP, CDP-Star luminescence, 30 min; hits give high values; 1 = vehicle-only enzyme signal, 0 = enzyme-free wells; activation factor at 10 µM; 0.24% of 330,000 active;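 active means activation factor of at least 2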; further: the source names both 10 and 20 µM as test concentration; values of inactives mirror those of a sister screen read the other way
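System: mouse IAP enzyme. Reagent: CDP-Star chemiluminescent phosphatase substrate. Benchmarks: DMSO wells, no-enzyme wells. Times: 30 min enzyme-substrate-compound incubation at room temperature. Detection: luminescence from enzymatic CDP-Star hydrolysis. Doses: test compounds delivered from DMSO solution.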
hIAP block: human IAP inhibition. inhibition, % at 10 µM. P09923. purified IAP, CDP-Star luminescence, 30 min. 0.12% of 330,000 active;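 active means inhibition reaching a set limit with compound at 10 µM in the primary screen, cut at about 35% in these data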;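 further: plate controls were DMSO wells with enzyme for no effect and no-enzyme buffer wells for full effect; values of inactives mirror those of a sister screen read the other way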
APOBEC3A inh: blocks human APOBEC3A ssDNA deamination. recombinant A3A, FAM/TAMRA ssDNA deamination fluorescence. inhibition, % at 20 µM. 0.41% of 330,000 active. AID 493011;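 active means at least 40% inhibition at 20 µM here, with at most 30% in a related deaminase screen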;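 further: plate controls were A3A with DMSO for no effect and wells lacking A3A enzyme for full effect; some results filed as inactive read as strong as hits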
Target sequence (P31941 whole entry, looked up): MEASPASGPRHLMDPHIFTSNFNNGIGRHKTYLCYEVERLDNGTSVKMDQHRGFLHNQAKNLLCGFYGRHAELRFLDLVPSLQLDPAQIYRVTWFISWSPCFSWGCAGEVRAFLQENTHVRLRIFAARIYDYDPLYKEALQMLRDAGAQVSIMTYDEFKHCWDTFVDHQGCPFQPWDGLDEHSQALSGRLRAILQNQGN
beta cell repl: inducers of beta-cell replication in MIN6 cells | 0.29% of 330,000 active | MIN6 cells proliferation, ATPlite luminescence, 48 h; cells starved in 0.2% serum; 100% = growth in 10% serum | proliferation, % at 10 µM;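 active means compounds whose signal lies at least 3.5 SD above the mean of all wells on their plate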;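 further: 0% = DMSO-treated cells in low-serum medium and 100% = 10% serum control; some compounds called inactive have numbers as strong as hits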
NALP3 yeast inh: inhibitors of NALP3 inflammasome in yeast | Yeast reconstituted NLRP3/ASC/caspase-1, beta-gal luminescence, 24 h | inhibition, % at 10 µM | AID 2825 | 0.39% of 330,000 active;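 active means inhibition of 50% or more; inactive means inhibition below 50%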;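 further: plate controls were induced DMSO wells for no effect and uninduced yeast grown without galactose for full effect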
TIM10 inh: inhibits growth of TIM10 yeast strain; AID 463195; inhibition, % at 10 µM; S. cerevisiae TIM10 strain growth, BacTiter-Glo luminescence, 24 h; 1.4% of 330,000 active;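 active means inhibition of 40% or more at the single tested concentration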;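 further: wild-type TIM10 isogenic control strain grown at permissive 25 °C; 0% = DMSO yeast wells and 100% = minimal medium wells without yeast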
tim10-1 inh: growth inhibitors of tim10-1 mutant yeast. inhibition, % at 20 µM. 2.2% of 330,000 active. S. cerevisiae tim10-1 ts strain growth, BacTiter-Glo, 24 h;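 active means inhibition of at least 40%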;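 further: mutant grown at 25 °C; 0% = DMSO wells with yeast and 100% = wells holding no yeast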
An asterisk follows results filed as active.

SMILES	mIAP inh	APOBEC3G inh	mIAP act	hIAP block	APOBEC3A inh	beta cell repl	NALP3 yeast inh	TIM10 inh	tim10-1 inh
C[C@@H]1O[C@@H](O[C@@H]2[C@@H](O)[C@H](OCCc3ccc(O)c(O)c3)O[C@H](CO)[C@H]2OC(=O)/C=C/c2ccc(O)c(O)c2)[C@H](O)[C@H](O)[C@H]1O	35	9	0.65	10	-4	-6	2	-8	-10
COC(=O)C1=C(C)N(Cc2ccccc2)C(=NCc2ccc3c(c2)OCO3)N[C@H]1c1ccccc1	-23	0	1.2	-1	31	-6	8	-4	8
COc1ccc(/C=C/C(=O)C(C)(C)C)cc1OC	4	-5	0.96	15	0	6.6*	18	12	26
c1ccc2c(c1)CC1(CCCC1)n1nnnc1-2	4	-4	0.95	20	-1	4	-2	11	19
Cc1cc(C)n(CC(O)CN2c3ccccc3Sc3ccccc32)n1 (stereo not drawn)	-2	-5	1	-6	-1	-4	-4	31	28
COC(=O)c1nnn(CC(=O)NC(=O)Nc2cccc(C)c2C)c1C(=O)OC	3	-10	0.97	-2	2	0	10	5	-5
COc1cc(/C=C/C(=O)Nc2cccc(S(=O)(=O)NC3=NCCCCC3)c2)ccc1OCC#N	2	-8	0.98	0	-2	4	7	-5	5
O=C(c1ccco1)N1CCN(c2ccc(S(=O)(=O)N3CCCC3)cc2)CC1	-4	2	1	-13	7	-2	5	10	22
CC(C)(CC(=O)O)CC(=O)N1CCCN(c2nc3ccc(Cl)cc3s2)CC1	8	-6	0.92	8	-2	-2	-2	13	-9
COc1cc(/C=N/N=C/c2cc(OC)c(O)c(OC)c2)cc(OC)c1O	21	-3	0.79	15	1	-2	-19	-6	-11
Cc1ccc(S(=O)(=O)NCC(=O)OCC(=O)Nc2ncc(Cl)cc2Cl)cc1	0	-3	1	3	3	0	13	1	-2
Cc1cc(S(=O)(=O)N2CCCCC2CCNC(=O)C(=O)NCC2CCCO2)ccc1F (stereo not drawn)	-6	-12	1.1	-8	-6	-3	17	2	14
Cc1cccc(C(=O)NC2CCCc3ccccc32)c1 (stereo not drawn)	-1	-3	1	-7	-4	-2	28	4	38
CCn1cc(CN2CCN(CCC(C)C)C(CCO)C2)c2ccccc21 (stereo not drawn)	8	-10	0.92	-16	-4	0	12	2	1
CC(NC(=O)CN(c1cccc(C(F)(F)F)c1)S(C)(=O)=O)c1ccccc1 (stereo not drawn)	-2	-5	1	10	-3	1	7	4	12
COc1ccc(NC(=O)CSCC(=O)Nc2cc(Cl)ccc2N2CCOCC2)cc1	8	-6	0.92	0	1	4	-3	23	24
CCn1nnc(NC(=O)c2cccnc2Cl)n1	-2	-2	1	12	-3	0	-6	8	3
O=C(Nc1ccnn1C1CCN(C2CCCCC2)CC1)c1cccc(F)c1	-2	-7	1	-20	-6	-1	-9	6	6
Cc1cnccc1CNC(=O)CC1C(=O)NCCN1CC(C)(C)C (stereo not drawn)	-12	9	1.1	-12	2	0	10	-1	-6
Cc1cc(C(=O)CSc2nnnn2-c2ccccc2)c(C)n1CCc1ccccc1	5	0	0.95	4	-1	-2	-1	4	6
O=C(c1ccccc1)N1CCN(C(=O)N2CCCCC2)CC1	-3	-7	1	-6	-5	-2	24	7	-4
CCC(=O)Nc1ccc(NC(=O)CSc2nnnn2C2CCCC2)cc1C	1	-4	0.99	-8	-2	0	5	-19	3
C/C(=N/NC(=O)c1cccs1)c1cccc(N)c1	-2	-7	1	3	0	-3	10	6	6
O=C(Nc1nccs1)c1cc2sccc2n1Cc1ccc(Cl)cc1	7	-4	0.93	6	-3	-6	-1	0	8
Cc1ccc(Sc2ncccc2COC(=O)Nc2ccccc2)cc1	-10	-4	1.1	-11	-2	-4	33	22	32
CCN1CCCC(OC(=O)c2cc(-c3ccccc3Cl)nc3ccccc23)C1 (stereo not drawn)	18	-4	0.82	15	-4	2	13	49*	48*
COCCNC(=S)Nc1cc2oc3ccccc3c2cc1OC	-12	-7	1.1	-18	9	-3	26	2	18
COc1ccc(/C=C(/NC(=O)c2ccccc2)C(=O)N/N=C/c2ccncc2)c(OC)c1	3	0	0.97	3	0	-1	11	14	7
Cc1ccccc1Nc1nccc(N(C)C)c1C#N	-1	-4	1	-1	-2	1	0	16	3
CC1(C)Cc2cccc(OCC(N)=O)c2O1	7	-4	0.93	-25	4	-3	13	-15	0
CCOC(=O)CN1CCC(c2cc(-c3ccc(Cl)cc3)n[nH]2)CC1	0	-9	1	2	-4	-3	5	-9	19
O=C(/C=C/c1ccccc1[N+](=O)[O-])NC1CCCC1	-1	-6	1	10	-3	-4	9	24	8
CC(C)(C#CC(O)(c1ccccc1)c1ccccc1)N1CCCCC1	-16	5	1.2	0	3	-3	2	4	9
Cc1ccc(N(C=NC#N)CC(=O)N2CCN(c3ccccc3)CC2)cc1	2	3	0.97	0	4	0	28	-16	18
CCCN(CC(=O)Nc1cc(Cl)ccc1Cl)C(=O)c1ccccc1SCC(=O)N1CCCC1	0	-5	1	-13	-1	-2	3	10	11
CCN(Cc1ccccc1)C(=O)CSc1nc(C)cc(=O)[nH]1	2	-1	0.98	-9	2	-3	18	10	10
CCN1CCN(C(=O)CN(c2ccccc2C)S(C)(=O)=O)CC1	-7	-5	1.1	0	-3	-1	-4	-1	7
O=C(Nc1nc2ccccc2[nH]1)c1cccs1	11	-4	0.89	-22	-2	-2	28	-14	0
Cc1ccc(C(=O)C(OC(=O)CN2C(=O)c3ccccc3C2=O)c2ccccc2)cc1C (stereo not drawn)	12	-7	0.88	13	-2	5	-48	35	24
O=C(NC1CCCc2ccccc21)c1cc(S(=O)(=O)N2CCOCC2)ccc1F (stereo not drawn)	0	-15	1	-3	-3	-3	23	-21	3
O=C(CSc1nc2cccnc2n1Cc1ccccc1)NCc1ccco1	-5	-5	1.1	14	-3	0	2	-18	25
C/C(=N\NC(=O)c1nnn(-c2nonc2N)c1CSc1ccccc1)c1cccnc1	5	-5	0.95	-23	-3	4	9	0	-4
CSc1ccc(S(=O)(=O)NCc2ccc(Cl)cc2Cl)cc1	1	-8	0.99	11	-7	-2	-17	46*	47*
CCc1cccc(C)c1NC(=S)NCC(c1cccnc1)N(C)C (stereo not drawn)	2	-2	0.98	6	-1	0	3	-10	15
CCCn1cnc2scc(-c3ccc(C)c(C)c3)c2c1=O	4	-8	0.95	0	-4	-3	27	0	18

Already shown: entries from further up.
SMILES	mIAP inh	APOBEC3G inh	mIAP act	hIAP block	APOBEC3A inh	beta cell repl	NALP3 yeast inh	TIM10 inh	tim10-1 inh
COCCNC(=S)Nc1cc2oc3ccccc3c2cc1OC	-12	-7	1.1	-18	9	-3	26	2	18
COc1ccc(/C=C(/NC(=O)c2ccccc2)C(=O)N/N=C/c2ccncc2)c(OC)c1	3	0	0.97	3	0	-1	11	14	7
Cc1ccccc1Nc1nccc(N(C)C)c1C#N	-1	-4	1	-1	-2	1	0	16	3
CC1(C)Cc2cccc(OCC(N)=O)c2O1	7	-4	0.93	-25	4	-3	13	-15	0
CCOC(=O)CN1CCC(c2cc(-c3ccc(Cl)cc3)n[nH]2)CC1	0	-9	1	2	-4	-3	5	-9	19
O=C(/C=C/c1ccccc1[N+](=O)[O-])NC1CCCC1	-1	-6	1	10	-3	-4	9	24	8
CC(C)(C#CC(O)(c1ccccc1)c1ccccc1)N1CCCCC1	-16	5	1.2	0	3	-3	2	4	9
Cc1ccc(N(C=NC#N)CC(=O)N2CCN(c3ccccc3)CC2)cc1	2	3	0.97	0	4	0	28	-16	18
CCCN(CC(=O)Nc1cc(Cl)ccc1Cl)C(=O)c1ccccc1SCC(=O)N1CCCC1	0	-5	1	-13	-1	-2	3	10	11
CCN(Cc1ccccc1)C(=O)CSc1nc(C)cc(=O)[nH]1	2	-1	0.98	-9	2	-3	18	10	10
CCN1CCN(C(=O)CN(c2ccccc2C)S(C)(=O)=O)CC1	-7	-5	1.1	0	-3	-1	-4	-1	7
O=C(Nc1nc2ccccc2[nH]1)c1cccs1	11	-4	0.89	-22	-2	-2	28	-14	0
Cc1ccc(C(=O)C(OC(=O)CN2C(=O)c3ccccc3C2=O)c2ccccc2)cc1C (stereo not drawn)	12	-7	0.88	13	-2	5	-48	35	24
O=C(NC1CCCc2ccccc21)c1cc(S(=O)(=O)N2CCOCC2)ccc1F (stereo not drawn)	0	-15	1	-3	-3	-3	23	-21	3
O=C(CSc1nc2cccnc2n1Cc1ccccc1)NCc1ccco1	-5	-5	1.1	14	-3	0	2	-18	25
C/C(=N\NC(=O)c1nnn(-c2nonc2N)c1CSc1ccccc1)c1cccnc1	5	-5	0.95	-23	-3	4	9	0	-4
CSc1ccc(S(=O)(=O)NCc2ccc(Cl)cc2Cl)cc1	1	-8	0.99	11	-7	-2	-17	46*	47*
CCc1cccc(C)c1NC(=S)NCC(c1cccnc1)N(C)C (stereo not drawn)	2	-2	0.98	6	-1	0	3	-10	15
CCCn1cnc2scc(-c3ccc(C)c(C)c3)c2c1=O	4	-8	0.95	0	-4	-3	27	0	18

Further records
SMILES	mIAP inh	APOBEC3G inh	mIAP act	hIAP block	APOBEC3A inh	beta cell repl	NALP3 yeast inh	TIM10 inh	tim10-1 inh
CCc1nnc(SCC(=O)Nc2ccccc2)n1CC1CCCO1 (stereo not drawn)	4	-5	0.95	7	-1	-3	6	1	-13
Cc1ccc(/C=C/C(=O)NCc2ccncc2)cc1	7	-6	0.93	8	1	0	4	5	-12
Nc1nc(SCC(=O)Nc2ccc(S(N)(=O)=O)cc2)n[nH]1	21	-12	0.79	12	-3	3	4	8	0
COc1ccc(CC(=O)Nc2nnc(-c3cccc([N+](=O)[O-])c3)s2)cc1	1	-3	0.99	7	-3	1	-6	-21	-9
Cc1nnc(C)c2c(C)n(-c3cccc4cccnc34)c(C)c12	3	-2	0.97	7	3	2	14	5	2
O=C(NCCCn1ccnc1)c1ccc(Cl)cc1[N+](=O)[O-]	3	-6	0.97	4	-7	-2	-3	-3	7
O=C(Nc1cc(=O)[nH]c(=O)[nH]1)c1cccc(Br)c1	-4	14	1	-20	1	-4	13	4	-16
Cc1cccc(C2=NNC(=O)C(c3ccc(Cl)cc3)C2)c1 (stereo not drawn)	3	-2	0.97	2	-1	0	-42	29	60*
CCN1C=C(Cc2ccccc2C)C2=C(C1)C(c1ccccc1C)C(C#N)=C(N)O2 (stereo not drawn)	9	-7	0.91	21	-6	-5	12	16	21
CC(=O)c1ccc(N2CCN(C(=O)C3CCN(S(=O)(=O)c4cccs4)CC3)CC2)cc1	10	-7	0.9	3	1	0	15	8	14
O=C(Cc1c[nH]c2ccccc12)N1CCN(S(=O)(=O)c2ccc(Cl)cc2)CC1	8	0	0.92	-2	40*	-2	9	5	16
CCOC(=O)c1c(C)[nH]c(C)c1S(=O)(=O)N(C)CC(=O)N1CCN(c2ccc(OC)cc2)CC1	-8	-5	1.1	-23	-4	-1	12	-10	-2
